Compound activity from PubChem BioAssay.
EBV LMP1 NFkB: EBV LMP1-driven NF-kappaB luciferase reporter inhibitors, primary screen, cell-based, luminescence, single point; LMP1-induced NF-kappaB luciferase reporter cells; AID 504558, 2011; hit rate 0.69% among 350,000; inhibition, % at 12.5 µM; in the data active means inhibition above about 41%;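 further: 0% = neutral control wells and 100% = reference inhibitor control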
CF NFkB inh: inhibitors of PAF-induced NF-kB signaling, primary screen, cell-based, GFP fluorescence, uHTS; KKLEB NF-kB-GFP reporter, GFP fluorescence overnight; inhibition, % at 5 µM; hit rate 0.86% among 360,000; AID 588850, 2011;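 active means at least 50% inhibition at 5 µM, scaled per plate between neutral and stimulator controls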;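 further: PAF is a Pseudomonas aeruginosa culture filtrate used as stimulus; plate controls were PAF-stimulated DMSO wells for no effect and unstimulated DMSO wells for full effect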
TRAIL sens C8: viability loss with TRAIL in NB7+C8 cells, primary screen, TRAIL sensitizer project, cell-based, ATPlite luminescence | inhibition (viability loss, TRAIL sensitization), % at 10 µM | hit rate 1% among 360,000;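 active means compounds causing at least 50% loss of cell viability in the single-dose screen, relative to plate controls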
KKLEB cytotox: cytotoxicity in KKLEB CF airway cells, primary screen, cytotoxicity control for CF NF-kB inhibitor project, cell-based, uHTS, fluorescence assay plates. KKLEB CF airway cells viability, ATPlite luminescence, overnight; hits give low values; cells stimulated with P. aeruginosa culture filtrate. activity change (cytotoxicity), % at 5 µM. hit rate 0.36% among 360,000. AID 602141, 2011;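 active means corrected activity change at or below -50% at 5 µM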
NCOA3 inh: SRC3 coactivator transcriptional activity inhibitors, primary screen, cell-based, luminescence | Nuclear receptor coactivator 3 (Homo sapiens), Q9Y6Q9 | HEK293 GAL4-SRC3 luciferase reporter | inhibition, % at 3.6 µM | hit rate 0.17% among 360,000;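 active means inhibition above a per-campaign cutoff, the mean of all compounds plus 3 SD, cut at about 60% in these data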;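 further: 0% = DMSO-treated cells and 100% = gossypol-treated cells at 36 µM; higher means less SRC3-driven luciferase light from the GAL4 reporter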
SRC1 inh: SRC1 coactivator transcriptional activity inhibitors, primary screen, cell-based, luminescence. HEK293 GAL4-SRC1 luciferase reporter. AID 588354, 2011. hit rate 0.12% among 360,000. Nuclear receptor coactivator 1 (Homo sapiens), Q15788. inhibition, % at 3.6 µM;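 active means inhibition above the campaign mean plus 3 SD, with each screening campaign given its own cutoff, cut at about 60% in these data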;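 further: 0% = DMSO treated cells and 100% = gossypol at 36 µM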
TROY NFkB inh: inhibitors of TROY-driven NF-kB signaling, primary screen, Q293 LMP1-TROYcd cells, NF-kB luciferase, uHTS. inhibition, % at 10 µM. hit rate 0.98% among 360,000. Q293 LMP1-TROYcd NF-kB luciferase reporter, 4 h. AID 1347056, 2019;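 active means compounds whose plate-normalised and pattern-corrected inhibition of the luciferase reporter signal at the single screening dose is 50% or more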
NR5A2 inv ag: LRH-1 (NR5A2) inverse agonists, primary screen, cell-based, luminescence, HEK293T, StAR-luciferase reporter; Nuclear receptor subfamily 5 group A member 2 (Homo sapiens), O00482; LRH-1 transfected, 24 h; inhibition, % at 3.6 µM; hit rate 0.13% among 360,000; AID 602396, 2012;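 active means inhibition above the mean inhibition of all tested compounds plus 3 SD, cut at about 73% in these data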;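 further: 0% = DMSO wells and 100% = reporter-only cells lacking LRH-1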
Target sequence (O00482 whole entry, looked up): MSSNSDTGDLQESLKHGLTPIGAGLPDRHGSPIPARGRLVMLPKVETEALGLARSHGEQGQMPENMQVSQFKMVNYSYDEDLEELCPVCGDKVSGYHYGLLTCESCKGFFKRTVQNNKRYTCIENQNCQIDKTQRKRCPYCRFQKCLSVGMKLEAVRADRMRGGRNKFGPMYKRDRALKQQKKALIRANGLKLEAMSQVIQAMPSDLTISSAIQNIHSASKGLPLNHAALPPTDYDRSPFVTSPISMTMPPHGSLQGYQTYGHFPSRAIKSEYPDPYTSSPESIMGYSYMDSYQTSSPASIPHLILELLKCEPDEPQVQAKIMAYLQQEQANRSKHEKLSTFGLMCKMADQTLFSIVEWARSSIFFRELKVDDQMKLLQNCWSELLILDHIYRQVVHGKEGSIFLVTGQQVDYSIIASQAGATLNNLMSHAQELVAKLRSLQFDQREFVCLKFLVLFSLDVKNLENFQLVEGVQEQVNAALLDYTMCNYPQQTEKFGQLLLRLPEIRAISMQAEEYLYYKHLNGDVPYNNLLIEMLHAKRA
TWEAK-Fn14 inh: inhibitors of TWEAK-Fn14 signaling, primary screen, luciferase reporter cells, uHTS; TWEAK-stimulated Fn14 reporter cells, luciferase luminescence, 8 h; inhibition, % at 10 µM; hit rate 2% among 360,000; in the data active means inhibition above about 50%
Shn3 inh set2: reduction of Shn3 3'UTR firefly luciferase signal, primary screen, Schnurri-3 inhibitor project, cell-based, Clone20 osteoblasts, set 2. Clone20 osteoblast Shn3 3'UTR firefly luciferase, 24 h. inhibition, % at 12.5 µM. hit rate 0.52% among 360,000;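 active means mean inhibition of at least 75% with every replicate also reaching 75%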;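 further: 0% = median of neutral control wells and 100% = pilot-screen positive control compound; some compounds past the cut are filed as inactive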
NR2F2 inh: NR2F2 transcriptional activity inhibitors, primary screen, cell-based, luciferase reporter, HEK293T, luminescence; inhibition, % at 8.6 µM; HEK293T NGFI-A luciferase reporter; hit rate 0.7% among 370,000;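 active means inhibition above a per-plate cutoff, mean inhibition of test wells between control levels plus 3 SD, cut at about 38% in these data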;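 further: cells cotransfected with COUP-TFII expression vector driving the NGFI-A reporter; 0% = median of COUP-TF2 test wells and 100% = reporter-only cells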
Target sequence (P24468 whole entry, looked up): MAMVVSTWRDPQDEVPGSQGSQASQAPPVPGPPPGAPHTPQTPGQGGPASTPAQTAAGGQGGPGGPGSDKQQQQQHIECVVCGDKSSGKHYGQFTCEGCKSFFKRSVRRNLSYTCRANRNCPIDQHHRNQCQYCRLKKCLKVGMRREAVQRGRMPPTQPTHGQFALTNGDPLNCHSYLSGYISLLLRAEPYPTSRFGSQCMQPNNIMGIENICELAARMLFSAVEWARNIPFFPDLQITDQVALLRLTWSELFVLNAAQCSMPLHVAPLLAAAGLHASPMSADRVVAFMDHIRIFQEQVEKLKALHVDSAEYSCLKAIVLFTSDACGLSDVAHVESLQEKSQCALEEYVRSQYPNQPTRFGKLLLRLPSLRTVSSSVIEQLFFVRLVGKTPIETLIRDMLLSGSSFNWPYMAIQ
An asterisk follows results filed as active; . = not tested or not shown.

SMILES	EBV LMP1 NFkB	CF NFkB inh	TRAIL sens C8	KKLEB cytotox	NCOA3 inh	SRC1 inh	TROY NFkB inh	NR5A2 inv ag	TWEAK-Fn14 inh	Shn3 inh set2	NR2F2 inh
CC(C)c1ccc(S(=O)(=O)N2CCN(C(C)C(=O)Nc3ccccc3-c3ccccc3)CC2)cc1 (stereo not drawn)	-8	17	6	-16	16	15	-4	4	16	34	-23
CN(c1ccc(OCC(=O)OCC(=O)Nc2ccc(Br)cc2)cc1)S(=O)(=O)c1cccs1	4	-6	-14	-10	3	-10	14	-5	0	0	1
Cc1cc(-c2nn(-c3ccccc3F)cc2CN2CCC(O)CC2)c(C)s1	6	22	4	-2	19	18	-5	-12	-8	-5	7
Cc1ccc(NCC(=O)N/N=C\c2ccc([N+](=O)[O-])o2)cc1	-1	-19	20	4	13	-32	-10	41	34	4	-13
CC(=O)c1cccc(NC(=O)CN(C)S(=O)(=O)c2ccccc2)c1	-8	-10	3	-12	1	10	-15	-5	8	-18	4
O=C(NN1C(=O)C2C3C=CC(C4CC34)C2C1=O)c1ccc(Br)cc1 (stereo not drawn)	5	-1	-5	6	3	-6	-1	-35	45	11	-21
O=C(OCc1nc2ccc(Cl)cc2n1CCO)c1ccc2c(c1)OCO2	9	1	-3	-3	6	2	27	-10	26	16	17
Cc1nn(Cc2ccc(F)cc2Cl)c(C)c1[N+](=O)[O-]	-12	12	-2	9	22	7	3	-12	-7	-3	10
COc1ccc2c(c1)N(C)C(=O)CC(c1ccccc1)=N2	-8	-16	-8	5	24	-20	-17	23	-5	0	2
CC(C)(C)NC(=O)c1cccc(NC(=O)c2cccc(O)c2)c1	1	5	5	6	-32	-27	-24	-18	-22	-36	-3
C[C@@H]1CN([C@@H](C)CO)C(=O)c2cccc(NS(C)(=O)=O)c2O[C@H]1CN(C)C(=O)Nc1ccc(F)cc1	-2	9	5	-13	-5	2	-16	-28	-7	1	-9
O=C1NC[C@@H](CCCCN2C[C@H](Cc3ccc(O)cc3)N(CCc3ccccc3)C(=O)C2=O)N(CC2CCCCC2)C1=O	.	.	3	.	.	.	1	6	18	.	-3
O=C1[C@@H]2Cc3c([nH]c4ccccc34)CN2C(=O)CN1CCO	-8	-18	-3	6	-8	-32	-5	-19	-14	2	1
Cc1nc2ccccn2c1C(=O)N=Nc1c(O)n(CCC(C)C)c2ccccc12	36	13	46	-20	-1	-2	18	-9	69*	86*	3
N#C/C(=C\c1ccc(F)cc1)C(=O)NC1CCS(=O)(=O)C1 (stereo not drawn)	-1	-3	19	3	9	-8	-11	-1	-4	-5	-1
O=C(Cn1c(=O)n(CC2CCCO2)c(=O)c2ccccc21)N1CCN(c2ccccc2)CC1 (stereo not drawn)	-1	-10	8	7	20	-17	4	10	-10	.	17
c1ccc2nc(N3CCCC3)c(N3CCCC3)nc2c1	1	4	-13	-9	0	-8	-5	-8	15	-6	9
Cc1nnnn1/C(=C\c1ccccc1)C(=O)OCC(=O)N1CC2(C)CC1CC(C)(C)C2 (stereo not drawn)	9	20	13	-12	42	23	24	38	48	5	28
O=C(NCc1ccco1)c1cc2nc(-c3cccs3)cc(C(F)(F)F)n2n1	-1	-6	-1	-5	-5	-74	-8	12	17	10	-25
CCCC1C(c2ccccc2)C(C#N)(C#N)C2(C#N)CC1(N)NC2=O (stereo not drawn)	2	-9	-21	-6	1	7	-21	-10	-14	-5	0
CC(Cc1ccc(Cl)cc1)N1CCC(n2nccc2NC(=O)C2CCCC2)CC1 (stereo not drawn)	8	-2	-1	-10	7	5	-2	0	8	10	9
Cc1ccc(CNC(=O)c2cnc3ccccc3n2)cc1	-6	-7	3	-8	-6	-18	-32	5	30	-31	1
COc1ccc(CN2CCC(C)(Oc3ccc4c(c3)OCO4)C2)c2ccccc12 (stereo not drawn)	.	2	14	-15	-27	-1	-3	-8	-14	9	-3
Cc1c(Cl)cccc1NC(=O)CNC(=O)c1ccco1	-6	-5	-3	4	9	12	-19	3	4	14	9
Cc1cc(C)c(S(=O)(=O)N2CCCOC2CNC(=O)C(=O)NCc2ccncc2)c(C)c1 (stereo not drawn)	-7	-5	-6	7	22	-18	3	12	5	8	3
COc1cc(C2C(C(=O)c3ccc(C)o3)=C(O)C(=O)N2c2cc(C)on2)ccc1OCc1ccccc1 (stereo not drawn)	7	-4	4	12	-22	14	-28	2	13	23	1
Cc1ccc(S(=O)(=O)N2CCn3cccc3C2C)cc1 (stereo not drawn)	0	-9	-16	-1	13	-2	2	-11	-1	0	10
Cc1nn(CC(=O)Nc2ccccn2)c(C)c1Br	-5	8	1	3	23	-21	2	9	-10	-33	8
O=C(COc1ccccc1)NCC1COc2ccccc2O1 (stereo not drawn)	-8	-1	-1	17	-13	7	-9	-6	39	-7	5
Cc1ccc2[nH]c(C(=O)N/N=C/c3ccccc3O)c(C)c2c1	40	2	27	2	60	0	-28	13	-21	75	-28
CN(C)c1ccc(N=Nc2nc3ccccc3n2C)cc1	57*	-19	95*	-82*	26	-2	90*	-32	104*	.	61*
CC(C)CCCN1CCN=C1Nc1ccccc1	7	-2	-7	6	16	5	-11	3	-6	4	0
COCc1cc(C)nc(SCC(=O)Nc2cccc(C)c2C)c1C#N	0	-9	-16	14	-9	5	17	29	10	22	12
Cn1ccnc1SCC(=O)Nc1ccc2c(c1)OCO2	1	-2	2	5	11	-5	-39	-23	-18	-21	-19
O=C(N/N=C/c1ccccn1)c1ccccc1	4	-16	39	6	-68	-84	-65	-120	22	-45	-25
C=CCn1c(SCC(N)=O)nnc1-c1ccccc1O	-3	-4	-23	2	-11	5	11	6	13	-4	13
CCOC(=O)CCc1c(C)nc(SCC(=O)O)c(C#N)c1C	-6	-7	-1	-15	16	3	-5	6	2	-6	-5
O=C(OCc1ccccc1)c1cccnc1Cl	8	-4	-4	4	-6	5	-4	4	4	-18	-1
C=C(C)Cn1c(SCC(=O)N/N=C/c2c(O)ccc3ccccc23)nc2ccccc2c1=O	12	12	3	-18	-2	-1	25	4	28	29	-5
O=C(N/N=C\c1cn(-c2ccccc2)nc1-c1ccccc1)c1ccc(Br)o1	-3	-4	21	-3	-16	-19	25	-23	55*	-16	-9
Cc1ccc2c(c1)c1c(n2CC(O)CN2C(=O)CNC2=O)C(=O)CCC1 (stereo not drawn)	-24	7	-16	-3	-16	1	3	17	4	-2	-5
O=S(=O)(Nc1cccc(S(=O)(=O)N2CCCC2)c1)c1ccc(Cl)s1	2	17	-11	11	-13	-30	-13	10	-2	37	13
Cc1ccc2nc(NC(=S)NC(=O)c3ccc(OC(C)C)cc3)sc2c1	-8	-8	35	-3	4	-21	-9	-17	-62	-18	-17
CC(=O)Nc1ccc(NC(=O)Nc2ccc(C)cc2C)cc1	5	0	-9	8	-3	-6	12	-7	1	-12	13
Fc1ccc(N=C2NN=C(c3cc(F)ccc3F)CS2)cc1	-9	-37	15	19	-47	-48	-115	-30	-26	46	-59

Records above shown as hits in NR2F2 inh.
Molecule	EBV LMP1 NFkB	CF NFkB inh	NCOA3 inh	SRC1 inh	NR5A2 inv ag	TWEAK-Fn14 inh	Shn3 inh set2	NR2F2 inh
CN(C)c1ccc(N=Nc2nc3ccccc3n2C)cc1	57*	-19	26	-2	-32	104*	.	61*

Continued:
SMILES	EBV LMP1 NFkB	CF NFkB inh	TRAIL sens C8	KKLEB cytotox	NCOA3 inh	SRC1 inh	TROY NFkB inh	NR5A2 inv ag	TWEAK-Fn14 inh	Shn3 inh set2	NR2F2 inh
CCC(Sc1nc2ncccc2[nH]1)C(=O)NCCc1ccccc1 (stereo not drawn)	-1	-18	1	-18	11	7	-11	20	15	-3	13
O=c1c2ccccc2nc2n1C1(CCCCC1)Cc1ccccc1-2	3	-10	5	3	-29	-3	4	-17	8	-12	-3
Cc1ccc(C(=O)N2CCCC(Nc3ccc(F)c(F)c3)C2)cn1 (stereo not drawn)	9	18	0	-13	22	-17	-6	9	0	21	3
Nc1ccnn1Cc1ccc(Br)s1	22	8	-5	0	13	1	-13	16	-1	12	8
COc1cc(CN2C[C@@H](CO)O[C@@H](n3cnc4c(N5CCCC5)ncnc43)C2)cc(OC)c1OC	.	20	18	1	5	8	4	6	0	0	0

13 entries from above in a different format:
Value order: EBV LMP1 NFkB	CF NFkB inh	TRAIL sens C8	KKLEB cytotox	NCOA3 inh	SRC1 inh	TROY NFkB inh	NR5A2 inv ag	TWEAK-Fn14 inh	Shn3 inh set2	NR2F2 inh
- CCOC(=O)CCc1c(C)nc(SCC(=O)O)c(C#N)c1C
  -6	-7	-1	-15	16	3	-5	6	2	-6	-5
- O=C(OCc1ccccc1)c1cccnc1Cl
  8	-4	-4	4	-6	5	-4	4	4	-18	-1
- C=C(C)Cn1c(SCC(=O)N/N=C/c2c(O)ccc3ccccc23)nc2ccccc2c1=O
  12	12	3	-18	-2	-1	25	4	28	29	-5
- O=C(N/N=C\c1cn(-c2ccccc2)nc1-c1ccccc1)c1ccc(Br)o1
  -3	-4	21	-3	-16	-19	25	-23	55*	-16	-9
- Cc1ccc2c(c1)c1c(n2CC(O)CN2C(=O)CNC2=O)C(=O)CCC1 (stereo not drawn)
  -24	7	-16	-3	-16	1	3	17	4	-2	-5
- O=S(=O)(Nc1cccc(S(=O)(=O)N2CCCC2)c1)c1ccc(Cl)s1
  2	17	-11	11	-13	-30	-13	10	-2	37	13
- Cc1ccc2nc(NC(=S)NC(=O)c3ccc(OC(C)C)cc3)sc2c1
  -8	-8	35	-3	4	-21	-9	-17	-62	-18	-17
- CC(=O)Nc1ccc(NC(=O)Nc2ccc(C)cc2C)cc1
  5	0	-9	8	-3	-6	12	-7	1	-12	13
- Fc1ccc(N=C2NN=C(c3cc(F)ccc3F)CS2)cc1
  -9	-37	15	19	-47	-48	-115	-30	-26	46	-59
- CCC(Sc1nc2ncccc2[nH]1)C(=O)NCCc1ccccc1 (stereo not drawn)
  -1	-18	1	-18	11	7	-11	20	15	-3	13
- O=c1c2ccccc2nc2n1C1(CCCCC1)Cc1ccccc1-2
  3	-10	5	3	-29	-3	4	-17	8	-12	-3
- Cc1ccc(C(=O)N2CCCC(Nc3ccc(F)c(F)c3)C2)cn1 (stereo not drawn)
  9	18	0	-13	22	-17	-6	9	0	21	3
- Nc1ccnn1Cc1ccc(Br)s1
  22	8	-5	0	13	1	-13	16	-1	12	8

A portion of the library; count on the stated rates, not on these rows.
